SR-BI uptake up: SR-BI HDL lipid transfer activation | CHO ldlA[mSR-BI] cells, DiI-HDL uptake fluorescence, 3 h; 100 = double the neutral-control signal | activation, % at 12.5 µM | 0.096% of 320,000 active | AID 504775;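 active = mean replicate activation of at least 60% and every replicate at or above 60%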;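 note: 0% = median plate neutral-control signal and 100% = twice that signal; values of inactives mirror those of a sister screen read the other way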
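Assay system: CHO ldlA[mSR-BI] cells, LDL receptor-null, SR-BI overexpressing; medium: Ham's F12 with 0.5% BSA, HEPES 25 mM, pH 7.4; also added: DiI-HDL 10 µg/mL; timing: 3 h uptake period with compound, 37 °C; signal: DiI fluorescence, bottom read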
dFosB act: mouse delta FosB homodimer activation; P13346; purified delta FosB, TAMRA-CDK5 oligo fluorescence polarization; percent of positive-control signal above neutral wells; activation, % at 25 µM; 0.99% of 340,000 active;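 active = mean activation above about 17%, with every replicate also reaching it, limit read from the data, passing the limit was not always enough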;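 note: fluorescence polarization rise as delta FosB binds a TAMRA Cdk5 AP-1 oligo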
Target sequence (P13346 whole entry, looked up): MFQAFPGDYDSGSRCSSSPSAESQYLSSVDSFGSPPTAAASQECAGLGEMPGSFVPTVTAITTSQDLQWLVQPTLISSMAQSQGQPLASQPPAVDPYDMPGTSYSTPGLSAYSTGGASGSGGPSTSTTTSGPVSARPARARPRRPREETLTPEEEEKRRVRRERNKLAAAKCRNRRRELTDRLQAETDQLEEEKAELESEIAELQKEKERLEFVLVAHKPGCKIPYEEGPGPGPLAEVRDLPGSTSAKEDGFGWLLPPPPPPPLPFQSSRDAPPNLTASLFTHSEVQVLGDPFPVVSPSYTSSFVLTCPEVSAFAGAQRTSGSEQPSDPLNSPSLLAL
CAL PDZ FP-1: human CAL PDZ-peptide interaction inhibition | 0.02% of 330,000 active | AID 504414 | purified CAL PDZ, TMR-peptide fluorescence polarization, 1 h | inhibition, % at 20 µM;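 active = highest replicate inhibition of at least 40%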;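 note: plate controls were DMSO neutral control wells for no effect and unlabeled competitor peptide control wells for full effect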
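Material: tagged CAL PDZ domain; buffer or medium: 25 mM sodium phosphate pH 7.4, 150 mM NaCl, TCEP, IgG, Thesit; compound dosing: single point, 20 µM; schedule: 1 h incubation at room temperature before polarization reading; measured by: FP readout, S and P plane fluorescence; read-out basis: percent inhibition from loss of millipolarization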
PfHsp90 yeast 2: growth inhibition of yeast expressing Plasmodium Hsp90. S. cerevisiae expressing PfHsp90, BacTiter-Glo ATP, 48 h; yeast lacking PDR1 and PDR3 efflux regulators. inhibition, % at 9.4 µM. 0.32% of 310,000 active. AID 504621;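 active = every replicate shows inhibition above about 80%, whatever the replicate mean, limit read from the data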;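 note: 0% = DMSO neutral controls and 100% = 20 µM radicicol positive controls; yeast relying on Plasmodium falciparum Hsp90 in place of its own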
SR-BI HDL uptake: mouse SR-BI HDL lipid transfer inhibition; 0.96% of 320,000 active; ldlA[mSR-BI] CHO cells, DiI-HDL uptake fluorescence, 3 h; inhibition, % at 12.5 µM; AID 488896; Q61009;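 active = mean replicate inhibition of at least 70% and a set share of replicates each scoring 70 or more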;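 note: 0% = median of neutral control wells and 100% = median of positive control wells; values of inactives mirror those of a sister screen read the other way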
Rtt109 HAT inh: inhibitors of Candida albicans Rtt109/Vps75 histone acetyltransferase | Q5AAJ8 | purified Rtt109/Vps75, ThioGlo CoA-SH fluorescence, 4 h | inhibition, % at 34.9 µM | 0.16% of 330,000 active;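 active = inhibition of at least 50% in every replicate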
Target sequence (Q5AAJ8 whole entry, looked up): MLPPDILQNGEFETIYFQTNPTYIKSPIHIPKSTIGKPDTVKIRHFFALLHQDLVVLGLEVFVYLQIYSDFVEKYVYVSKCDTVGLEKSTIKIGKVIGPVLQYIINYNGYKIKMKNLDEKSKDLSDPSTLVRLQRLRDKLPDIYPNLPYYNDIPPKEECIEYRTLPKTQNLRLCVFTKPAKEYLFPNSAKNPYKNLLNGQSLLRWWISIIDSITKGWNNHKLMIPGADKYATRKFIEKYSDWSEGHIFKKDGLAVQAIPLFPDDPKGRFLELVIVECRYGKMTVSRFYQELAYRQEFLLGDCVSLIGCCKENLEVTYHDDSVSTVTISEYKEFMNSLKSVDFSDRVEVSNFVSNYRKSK
MITF TRPM1 HTS: increases MITF-driven TRPM1 promoter luciferase signal | 0.75% of 300,000 active | SK-MEL-5 TRPM1-promoter luciferase, 24 h; % of positive control, neutral wells = 0 | AID 588334 | activation, % at 12.5 µM;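 active = mean activation of at least 80% with every replicate also reaching 80%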;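 note: 0% = neutral control wells and 100% = parthenolide positive control wells; values of inactives mirror those of a sister screen read the other way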
CAL PDZ FP-2: inhibitors of human CAL PDZ peptide binding; Q9HD26; purified CAL PDZ, TMR-peptide fluorescence polarization, 1 h; inhibition, % at 24.9 µM; 0.92% of 300,000 active; AID 602252;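 active = mean inhibition of at least 30% with at least half of replicates also reaching 30%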;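 note: 0% = DMSO neutral control and 100% = excess unlabeled competitor peptide PRC23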
PvdQ inh: P. aeruginosa PvdQ acylase inhibition. purified PvdQ acylase, fluorescence plate reader. inhibition, % at 10 µM. 0.063% of 340,000 active. AID 488965; in the data active = inhibition above about 30%, passing the limit was not always enough;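 note: 0% = vehicle neutral wells and 100% = reference inhibitor wells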
NSD2 inh: inhibitors of human histone methyltransferase NSD2; AID 743445; NSD2 peptide methylation, AlphaScreen, 120 min; 0.54% of 310,000 active; inhibition, % at 12.5 µM; in the data active = inhibition above about 50%
An asterisk follows results filed as active; x = no result given.

Below each SMILES – SR-BI uptake up, dFosB act, CAL PDZ FP-1, PfHsp90 yeast 2, SR-BI HDL uptake, Rtt109 HAT inh, MITF TRPM1 HTS, CAL PDZ FP-2, PvdQ inh, NSD2 inh
Cc1csc(CNc2ncnc3ccc(-c4ccoc4)cc23)c1
  -7, 0, -3.9, 13, 7, -2, 8, -4, 6, x
O=C(Cn1c(=O)cnc2ccccc21)Nc1cc(Cl)ccc1N1CCOCC1
  1, -10, -1.0, -11, -1, -1, 0, -5, -1, 0
CCOC(=O)Cc1nnc(NC(=O)COc2ccc(OC)cc2)s1
  15, -6, 1.0, -10, -15, 2, -1, -3, 0, 1
Cc1[nH]c2ccccc2c1C(c1ccccn1)N1CCC(C(N)=O)CC1 (configuration not stated)
  9, -6, -4.8, -12, -9, 2, -15, -6, -7, 3
CCOC(=O)c1sc(NC(=O)CSc2nc3c(c(=O)n2-c2ccc(C)cc2)SCC3)c(C(=O)OCC)c1C
  -3, 4, 0.3, 1, 3, 5, x, x, 1, x
CN1C(=O)Cc2cc(S(=O)(=O)NCc3c(F)cccc3Cl)ccc21
  -4, 3, 0.6, 8, 4, -1, -9, -3, -1, 1
CN(CC(=O)NCCc1ccc(S(N)(=O)=O)cc1)S(=O)(=O)c1ccc(Br)s1
  x, 2, -1.8, 23, x, 4, -3, -3, -15, 4
CCCOC(=O)c1ccc(Oc2cn[nH]c2-c2ccc(O)cc2O)cc1
  x, -1, 0.1, 8, x, 30, -2, 5, -3, -2
CCC(=O)NCCN1CCN(C(=O)CC)CC1
  11, 6, 0.1, -17, -11, 13, x, x, 0, -3
COc1ccc(NC(=O)CCC(=O)N2CCC(c3ccccc3)=N2)cc1S(=O)(=O)N1CCCCC1
  -41, -7, -0.7, x, 41, 3, 3, 7, -5, -1
O=C(Cn1nnc(-c2ccccc2)n1)NC(=O)NC1CCCC1
  -2, -10, -0.6, -20, 2, -8, 15, -5, -12, -1
Cn1c(=O)oc2cc(S(=O)(=O)NCC3CCCO3)ccc21 (configuration not stated)
  -1, -11, -0.9, -17, 1, -1, x, -5, -9, 0
O=C(NC(=S)NNC(=O)c1cccs1)c1ccc(Br)o1
  19, 0, -0.8, 5, -19, 1, -8, -6, -6, 9
Cc1ccc(CC(=O)Nc2cccc(C)n2)cc1
  38, 7, -1.1, 27, -38, -9, 41, -3, 5, 0
CCOc1ccc2cc(C(=O)c3ccccc3)c(=O)oc2c1
  -1, -1, -1.1, 16, 1, -16, 33, x, -14, -4
O=C(CNC(=O)c1ccco1)NNC(=O)c1ccc(Br)cc1
  -1, 7, 0.1, 4, 1, -3, 5, 3, -6, 1
CS(=O)(=O)c1ccc(C(=O)OCC(=O)NC(=O)Cc2ccccc2)cc1
  5, 1, -1.6, x, -5, 0, -1, 0, -1, -3
O=C(CSc1nc2ccccc2o1)NCc1ccco1
  21, 2, x, 3, -21, -10, 1, -2, -6, -1
CC(C)(C)c1cc(C(C)(C)C)cc(S(=O)(=O)CCc2ccccn2)c1
  -8, -11, -1.1, 30, 8, -3, 11, -2, -16, -2
Cn1c(=O)c2c(nc(N3CCOCC3)n2CCc2ccccc2)n(C)c1=O
  20, -1, -0.9, 12, -20, 5, 4, x, 4, 0
NC(=O)c1cc(N=Nc2c(N)[nH]n(-c3c(Cl)cc(Cl)cc3Cl)c2=O)ccc1Cl
  8, -4, -2.5, -14, -8, 12, -14, 2, 13, 0
CC(C)=CCN1CCN(Cc2cc(CC(C)C)n[nH]2)CC1CCO (configuration not stated)
  6, -5, -1.2, -15, -6, 7, 1, -2, -10, x
Cc1ccc(S(=O)(=O)N2CCN(CC3CC4C=CC3C4)CC2)cc1 (configuration not stated)
  28, -6, -2.0, 15, -28, -1, 1, -2, -15, 2
O=C(NCc1ccccc1)C(c1ccco1)N(C(=O)c1csnn1)c1ccccc1F (configuration not stated)
  x, -13, -1.5, -18, x, 4, 1, -3, -10, x
COc1ccccc1N1CCN(S(=O)(=O)c2ccc3c4c(cccc24)C(=O)N3)CC1
  -21, -10, -1.6, 5, 21, 2, -17, -2, -7, 27
Clc1ccc(-c2cc(CSc3cccc(Cl)c3)on2)cc1
  17, -4, -0.3, 3, -17, -11, 15, -3, 3, 9
CCN(C(C)=O)N(CC)c1nc(Cl)nc(NC(C)C)n1
  2, -4, 0.1, -1, -2, -1, -10, 6, 3, -2
O=S(=O)(NC1CCCCC1)c1ccc(Br)s1
  16, -15, -0.2, -6, -16, 13, -8, -5, -6, -1
Cc1ccc(C(=O)N2CCCCCC2)cc1Br
  -18, -2, -1.7, x, 18, -9, x, -4, -2, 9
COc1ccc(CNC(=O)Cn2ccc(N)nc2=O)cc1
  1, 4, 0.4, x, -1, 5, 1, -1, 8, x
Cc1ccc(C(NC(=O)C(C)C)c2cc([N+](=O)[O-])c3cccnc3c2O)cc1 (configuration not stated)
  17, -9, -0.9, 67, -17, -3, -38, -3, -1, 4
Cc1ccc(C(=O)NCC(=O)OCC(=O)NCC(F)(F)F)cc1
  12, -2, -2.7, 8, -12, 10, -4, -1, 2, 0
CC(C)NC(=O)CC1OC(=O)c2ccccc21 (configuration not stated)
  13, 4, -0.1, x, -13, -6, -5, x, -18, -1
CCOC(=O)CNC(=S)N(Cc1cccs1)C1CCCC1
  6, -7, -0.9, 31, -6, -11, -1, -1, -15, -4
O=C(CSc1nnc2ccc(-c3ccccn3)nn12)N1CCCC1
  x, -6, -1.7, 15, x, 1, 4, -4, -13, -1
O=C(CCC(=O)N1CCc2ccccc2C1)NCCc1ccc(Cl)cc1
  12, 1, -0.6, -8, -12, 9, x, -3, -1, -1
CCN(CC)S(=O)(=O)c1ccc(NC(=O)c2cnccn2)cc1
  0, 3, 1.0, 8, 0, 0, 9, 3, 0, -3
CC(NC(=O)Nc1ccc2c(c1)OCO2)c1ccncc1 (configuration not stated)
  -11, 2, -1.2, -11, 11, x, 10, -1, 5, -2
CC1CC(C)CN(C(=O)c2ccc(NS(=O)(=O)c3ccc4[nH]c(=O)[nH]c4c3)cc2)C1 (configuration not stated)
  -14, -19, -1.5, 15, 14, 0, -4, x, -18, 0
Cc1ccc(NC(=O)CSc2nnc(NC(=O)c3ccco3)s2)cc1
  17, -6, -0.6, -10, -17, x, 6, 0, -8, -5
CCOc1ccc(N(CC(=O)NCC(C)C)S(C)(=O)=O)cc1
  6, -8, 0.1, 20, -6, 0, -10, 0, -9, -4
O=C(COC(=O)CCSc1ccccc1Cl)NCc1ccco1
  -3, -1, -0.5, -7, 3, -14, 0, 4, -9, 6
CCc1cc(=O)oc2c3c(cc(OCC(=O)NCCCC(=O)O)c12)OC(C)(C)CC3
  -32, 0, x, 11, 32, 9, -5, -6, -10, -1
COc1ccc(NC(=O)CCS(=O)(=O)c2ccc(OC)cc2)cc1
  12, -2, -0.8, 15, -12, 2, -4, -1, -12, -1
Nc1c(C(=O)Nc2ccccc2)nnn1-c1ccc2c(c1)OCCO2
  9, -10, -1.4, -2, -9, 8, 25, 80*, -17, -2
Clc1ccc(SCCOCCN2CCc3ccccc3C2)cc1
  9, -4, 0.2, 5, -9, 2, -17, -2, -27, -10
CC1(C)CC(=O)C=C(Nc2ccc(F)c(Cl)c2)C1
  6, -3, x, -24, -6, -5, -9, -1, -6, -4
CCCOc1ccc(C(=O)CCC(=O)NNC(=O)Cn2nc(C)cc2C)cc1
  4, 6, -1.7, x, -4, -5, -3, 1, -2, -1
O=C(c1cccc(C(F)(F)F)c1)N1CCC(O)(CS(=O)(=O)Cc2ccc(Cl)cc2)CC1
  -27, -7, -1.5, x, 27, -5, -9, x, 13, -1
CC1CCCCC1NC(=O)CCS(=O)(=O)c1cccc2nonc12 (configuration not stated)
  29, 1, 0.9, 6, -29, -1, 0, 3, -9, -6
COc1cccc(NC(=O)c2ccc3c(c2)N(CC(=O)N2CCCCC2)C(=O)C(C)(C)O3)c1
  -20, -11, -0.2, -11, 20, -1, -2, -3, 14, 0
O=c1cc(NCc2ccc3c(c2)OCO3)[nH]c(=O)n1-c1ccc(Cl)cc1
  5, 20*, -0.4, -3, -5, -7, -2, x, -14, 0

Already shown: an excerpt of the list.
Below each SMILES – SR-BI uptake up, dFosB act, CAL PDZ FP-1, PfHsp90 yeast 2, SR-BI HDL uptake, Rtt109 HAT inh, MITF TRPM1 HTS, CAL PDZ FP-2, PvdQ inh, NSD2 inh
CC1(C)CC(=O)C=C(Nc2ccc(F)c(Cl)c2)C1
  6, -3, x, -24, -6, -5, -9, -1, -6, -4
CCCOc1ccc(C(=O)CCC(=O)NNC(=O)Cn2nc(C)cc2C)cc1
  4, 6, -1.7, x, -4, -5, -3, 1, -2, -1
O=C(c1cccc(C(F)(F)F)c1)N1CCC(O)(CS(=O)(=O)Cc2ccc(Cl)cc2)CC1
  -27, -7, -1.5, x, 27, -5, -9, x, 13, -1
CC1CCCCC1NC(=O)CCS(=O)(=O)c1cccc2nonc12 (configuration not stated)
  29, 1, 0.9, 6, -29, -1, 0, 3, -9, -6
COc1cccc(NC(=O)c2ccc3c(c2)N(CC(=O)N2CCCCC2)C(=O)C(C)(C)O3)c1
  -20, -11, -0.2, -11, 20, -1, -2, -3, 14, 0
